PG9 binder = binds the HIV-1 gp120 antibody PG9 | inhibition, % at 6.7 µM | 0.43% of 360,000 active | TR-FRET gp120-PG9 antibody binding; in the data active = inhibition above about 8.5%
TDP2 inh = TDP2 (human) inhibition, absorbance primary screen | recombinant TDP2, T5PNP hydrolysis, p-nitrophenol absorbance 415 nm | AID 720702 | O95551 | inhibition, % at 12.8 µM | 0.34% of 370,000 active;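 active = inhibition above the mean of all tested compounds plus 3 SD, set per campaign, cut at about 25% in these data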;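 note: 0% = DMSO with enzyme and 100% = buffer with substrate but no TDP2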
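Assay system: recombinant human TDP2 / Reagent: T5PNP substrate at 5 mM, a TopII-DNA adduct mimic / Measured by: epi absorbance from released p-nitrophenol / Evaluation: % inhibition relative to enzyme-containing and enzyme-free wells / Control set: enzyme-free and DMSO wells / Replicates: each compound tested once, singlicate / Schedule: enzyme reaction with compound for 2 h at 37 °C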
ABHD4 inh = inhibits mouse alpha/beta hydrolase domain 4. Q8VD66. purified mABHD4, FP-Rh probe fluorescence polarization. inhibition, % at 8.92 µM. 0.54% of 370,000 active;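 active = inhibition exceeding the mean over every tested compound plus 3 SD, cut at about 30% in these data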;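 note: 0% = plate median of compound wells and 100% = S159A mutant with DMSO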
Target sequence (Q8VD66 whole entry, looked up, the tested form may be a part): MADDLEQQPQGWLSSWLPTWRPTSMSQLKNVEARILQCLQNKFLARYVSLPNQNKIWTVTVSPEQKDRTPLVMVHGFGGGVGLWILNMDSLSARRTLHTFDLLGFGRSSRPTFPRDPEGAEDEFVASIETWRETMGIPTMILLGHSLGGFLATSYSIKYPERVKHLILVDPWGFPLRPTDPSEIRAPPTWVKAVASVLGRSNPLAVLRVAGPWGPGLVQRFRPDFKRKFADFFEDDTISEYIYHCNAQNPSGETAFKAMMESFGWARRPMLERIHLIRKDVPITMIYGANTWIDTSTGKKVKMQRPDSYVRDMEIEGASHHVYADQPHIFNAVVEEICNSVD
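Assay system: Wild-type mouse ABHD4 protein | Medium: HEPES pH 7.0 buffer, 150 mM NaCl, 0.01% Pluronic F-127 | Incubation: Enzyme–compound pre-incubation 45 min, then probe 60 min, both 25 °C | Technique: Fluorescence polarization with parallel and perpendicular emission, 525/598 nm | Evaluation: % inhibition of FP-Rh probe binding versus controls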
Tn7 DDE FP = inhibitors of Tn7 peptide binding to human fibrin DD(E); AID 720508; FP displacement of FITC-Tn7 peptide from fibrin DD(E); 0% = median of compound wells per plate; inhibition, % at 8.3 µM; P02675; 0.13% of 370,000 active;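 active = inhibition above the mean of compounds falling within the control limits plus 3 SD of them, cut at about 14% in these data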;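 note: 0% = plate median of compound wells and 100% = 10 µM Aha-Tn7 peptide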
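System: human fibrin DD(E); quantity: Fibrin-DD(E) at 2 µM final; also added: fluorescent Tn7 probe at 0.1 µM; compound dosing: single nominal test concentration of 8.3 µM per compound; schedule: 10 min preincubation, 3 h with tracer, room temperature; detection: fluorescence polarization of the labelled Tn7 tracer; repeats: one replicate per compound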
TCR CD3 inh = inhibitors of human TCR-CD3 interaction. TAMRA-labeled TCR probe fluorescence, biochemical. inhibition, % at 9.4 µM. 0.37% of 360,000 active. AID 651800; in the data active = inhibition above about 19%;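 note: recombinant mutant TCR 2C K166C tagged with TAMRA read by polarization; 0% = receptor in buffer alone and 100% = receptor with positive control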
UHRF1 binding = human UHRF1 methylated DNA binding inhibitors. 0.75% of 370,000 active. inhibition, % at 4.4 µM. UHRF1 binding to methylated oligo, TR-FRET; in the data active = inhibition above about 21%;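 note: UHRF1 SRA domain binding a hemimethylated CpG hairpin DNA probe; 0% = median of test compound wells and 100% = reference inhibitor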
LEDGF integ inh = blocks HIV-1 LEDGF/p75-dependent DNA integration | inhibition, % at 3.7 µM | 0.64% of 370,000 active | TR-FRET IN-LEDGF/p75 DNA integration, Eu/Cy5 | AID 743269;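 active = inhibition above the screen-wide mean plus 3 SD, cut at about 13% in these data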;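 note: signal is the Cy5 over europium emission ratio at 671 and 618 nm; 0% = plate median of compound wells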
HTRA1 inh = inhibitors of human serine peptidase HTRA1; 0.5% of 340,000 active; recombinant HTRA1, FP-rhodamine activity-based probe, fluorescence polarization; AID 504803; inhibition, % at 5.96 µM; in the data active = inhibition above about 36%;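 note: 0% = enzyme with DMSO and 100% = wells lacking enzyme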
Target sequence (Q92743 whole entry, looked up): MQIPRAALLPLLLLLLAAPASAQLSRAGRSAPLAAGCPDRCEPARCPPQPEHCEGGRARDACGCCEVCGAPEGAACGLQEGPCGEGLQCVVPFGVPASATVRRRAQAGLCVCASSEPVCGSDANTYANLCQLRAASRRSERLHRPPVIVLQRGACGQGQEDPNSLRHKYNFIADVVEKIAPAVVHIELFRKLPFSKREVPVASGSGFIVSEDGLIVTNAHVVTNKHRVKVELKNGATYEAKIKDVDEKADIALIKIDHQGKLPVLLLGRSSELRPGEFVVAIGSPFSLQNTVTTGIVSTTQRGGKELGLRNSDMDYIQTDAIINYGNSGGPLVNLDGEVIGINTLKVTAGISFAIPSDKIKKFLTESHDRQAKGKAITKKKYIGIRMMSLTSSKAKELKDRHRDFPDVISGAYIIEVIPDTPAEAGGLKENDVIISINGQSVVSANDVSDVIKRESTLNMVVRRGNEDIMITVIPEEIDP
PRMT1 inh = inhibitors of human PRMT1; 1.3% of 370,000 active; recombinant PRMT1, activity-based probe fluorescence polarization; AID 652257; inhibition, % at 2.79 µM; Q99873;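 active = inhibition above about 21% made by adding two undisclosed values, limit read from the data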
SIAE inh = blocks human sialic acid acetylesterase | Q9HAT2 | SIAE FP-Rh probe binding, fluorescence polarization | inhibition, % at 9.66 µM | 0.69% of 370,000 active;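 active = inhibition above a cutoff: mean of compounds within the control limits plus 3 SD of those, cut at about 17% in these data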;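 note: 0% = plate median of compound wells and 100% = probe without SIAE protein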
* hit, by the source's call; nt = no result given.

mol	PG9 binder	TDP2 inh	ABHD4 inh	Tn7 DDE FP	TCR CD3 inh	UHRF1 binding	LEDGF integ inh	HTRA1 inh	PRMT1 inh	SIAE inh
C=CCn1c(-c2ccoc2C)n[nH]c1=S	-0.8	12	8	8	3	0	-1	-7	0	7
CCOC(=O)Cn1nnc2c(sc3nc4c(c(-c5ccc(Cl)cc5)c32)CCC4)c1=O	-1.1	5	9	-5	-3	-2	0	1	2	-3
COc1ccccc1CCNC(=O)Cn1c(=O)oc2ccccc21	1.2	2	4	-2	0	0	4	4	0	9
O=C(NC(=S)NCc1ccccc1)c1cccnc1	-2.3	-11	1	-4	1	1	3	-4	-4	-2
Cc1nc2cc(C(=O)N3CCN(C(=O)C(Cl)Cl)CC3)ccc2n1C1CCCC1	nt	-1	7	5	nt	1	-5	nt	1	-1
c1ccc(CSc2ccc(-c3ccco3)nn2)cc1	0.3	-3	-4	-8	-4	1	5	-8	7	7
COC(=O)C1C(=O)c2c(n[nH]c2C)CC1(C)C (centres undefined)	-1.7	1	-1	-3	4	-1	1	7	-3	19*
O=C1[C@@H]2C(c3cccnc3)=NO[C@@H]2C(=O)N1c1ccc(Br)cc1	-0.7	-6	-6	-5	0	-1	2	-10	-3	8
O=C(NNC(=O)c1cnccc1C(F)(F)F)c1ccccc1	1.5	-18	3	-3	2	4	4	-1	4	-5
COc1ccc(C(=O)Nc2ccc3ccccc3c2)cc1OC	1.4	-10	-14	1	-3	-1	-5	-20	3	-13

Looked up above:
Tn7 DDE FP, C=CCn1c(-c2ccoc2C)n[nH]c1=S reads 8
LEDGF integ inh, COC(=O)C1C(=O)c2c(n[nH]c2C)CC1(C)C (centres undefined) reads 1
Tn7 DDE FP, O=C1[C@@H]2C(c3cccnc3)=NO[C@@H]2C(=O)N1c1ccc(Br)cc1 reads -5

Back to the main list with the 5 entries that preceded the break.
mol	PG9 binder	TDP2 inh	ABHD4 inh	Tn7 DDE FP	TCR CD3 inh	UHRF1 binding	LEDGF integ inh	HTRA1 inh	PRMT1 inh	SIAE inh
c1ccc(CSc2ccc(-c3ccco3)nn2)cc1	0.3	-3	-4	-8	-4	1	5	-8	7	7
COC(=O)C1C(=O)c2c(n[nH]c2C)CC1(C)C (centres undefined)	-1.7	1	-1	-3	4	-1	1	7	-3	19*
O=C1[C@@H]2C(c3cccnc3)=NO[C@@H]2C(=O)N1c1ccc(Br)cc1	-0.7	-6	-6	-5	0	-1	2	-10	-3	8
O=C(NNC(=O)c1cnccc1C(F)(F)F)c1ccccc1	1.5	-18	3	-3	2	4	4	-1	4	-5
COc1ccc(C(=O)Nc2ccc3ccccc3c2)cc1OC	1.4	-10	-14	1	-3	-1	-5	-20	3	-13
CCn1c(SCC(=O)OC)nnc1-c1c[nH]c2ccccc12	2.7	-7	0	0	13	-1	1	8	-2	6
CSc1nc(N(C)NC(=O)c2ccc(Cl)cc2)c2ccccc2n1	-1.8	-1	-6	-1	2	1	-1	-9	1	-2
Cc1ccnn1CCC(=O)N1CCCC(Nc2ccc(F)c(F)c2)C1 (centres undefined)	0.6	-5	-10	0	-7	0	1	0	4	-2
CCN(CC)S(=O)(=O)c1ccc(Cl)c(NC(=O)c2ccc(C#N)cc2)c1	1.7	-4	-7	8	-4	20	-3	-11	2	-6
O=C(NNS(=O)(=O)c1ccccc1F)c1sccc1-n1cccc1	1.6	-5	-6	2	-8	2	0	9	3	-3
O=C(Nc1ccc(F)c([N+](=O)[O-])c1)C1CC(=O)N(Cc2ccccc2)C1 (centres undefined)	-2.8	-5	2	-1	4	0	-2	-8	-2	5
O=C(Nc1nnc(SCC(=O)N2CCOCC2)s1)C1CC(=O)N(c2ccccc2)C1 (centres undefined)	-0.8	2	0	4	7	0	2	9	-1	5
CCCCCC(=O)NC(NC(=S)NC1CCS(=O)(=O)C1)C(Cl)(Cl)Cl (centres undefined)	-0.4	8	-2	-3	2	-1	2	-5	1	-5
CC1Cc2ccccc2N1C(=O)CN1CCCCC1 (centres undefined)	-0.3	6	4	3	-1	0	1	0	-4	5
N#Cc1nc(Cc2ccccc2)oc1NCCN1CCOCC1	-0.1	0	-3	1	5	-3	-2	-3	0	6

The closing 2 records of the section before open the next one.
mol	PG9 binder	TDP2 inh	ABHD4 inh	Tn7 DDE FP	TCR CD3 inh	UHRF1 binding	LEDGF integ inh	HTRA1 inh	PRMT1 inh	SIAE inh
CC1Cc2ccccc2N1C(=O)CN1CCCCC1 (centres undefined)	-0.3	6	4	3	-1	0	1	0	-4	5
N#Cc1nc(Cc2ccccc2)oc1NCCN1CCOCC1	-0.1	0	-3	1	5	-3	-2	-3	0	6
Cc1ccc(-n2nc(C)c3c(C(=O)OCC(=O)N(C)C4CCS(=O)(=O)C4)cc(-c4ccccc4)nc32)cc1 (centres undefined)	0.7	3	-3	0	-6	1	2	-4	2	-11
CCOC(=O)C1=C(CN2CCSCC2)NC(=O)NC1c1cc(C)ccc1C (centres undefined)	-0.8	11	-3	3	-4	-1	-1	-5	-3	5
COc1ccc2[nH]cc(CCNC(=O)c3ccccc3Cl)c2c1	0.4	6	3	4	-2	-2	-5	-5	-1	2
COCCNC(=O)C1CCCN(C(=O)COCc2ccccc2)CC1 (centres undefined)	-0.3	2	1	0	-4	-1	-1	nt	-4	0
COc1ccccc1N1CCN(C(=O)CSc2nnc(NC(=O)C3CC3)s2)CC1	-0.6	1	0	0	13	-1	-1	2	-1	-1
C/C(=N\Nc1ccc(C(=O)O)cc1)c1ccc(-n2ccnc2)cc1	-6.0	-26	0	-5	7	10	5	6	4	-9
COc1ccc(-c2csc(C(C)(O)c3cccc(F)c3)n2)cc1 (centres undefined)	0.6	-2	-21	-2	4	-1	-2	nt	-2	-5
NS(=O)(=O)c1ccc(CCNC(=O)C(=O)c2c[nH]c3ccccc23)cc1	2.5	10	0	-1	1	2	-2	-7	2	-10
CC(C)Cn1c(SCC(=O)NCc2ccc(Cl)cc2)nnc1-c1cccc(S(=O)(=O)N2CCOCC2)c1	0.2	-5	1	-2	0	2	-4	-1	1	-3
Cc1nn(C)c(C)c1/C=C(/C(=O)C(C)C)n1cncn1	-2.2	-3	5	-1	-2	3	2	8	-6	0

Following part.
mol	PG9 binder	TDP2 inh	ABHD4 inh	Tn7 DDE FP	TCR CD3 inh	UHRF1 binding	LEDGF integ inh	HTRA1 inh	PRMT1 inh	SIAE inh
CCOc1ccc(OCCC(=O)N2CCN(S(=O)(=O)c3ccc(OCC)cc3)CC2)cc1	-1.1	2	-1	-4	11	0	-2	2	-2	16
NC(=O)c1cc([N+](=O)[O-])ccc1Nc1ccccc1	-2.9	-1	8	-6	7	2	1	-13	2	-1
O=S(=O)(c1cnc(Cl)c(Cl)c1)N1CCc2ccccc21	-3.1	7	-6	-1	3	11	-2	-4	-4	-3
CCOC(=O)C1(Cc2cccc(OC)c2)CCN(Cc2ccc(OC)c(O)c2)CC1	0.5	1	-7	1	-5	4	4	3	3	3
O=S(=O)(NC1CCCCC1N1CCC(O)CC1)c1ccc(Cl)cc1 (centres undefined)	0.6	-4	3	8	8	-4	0	1	8	-9
O=C1CSC(=S)N1/N=C/c1cccc(C(F)(F)F)c1	0.7	10	12	2	-6	-2	1	0	9	9
O=C(CSc1ccc2c(c1)OCCO2)Nc1cccc(S(=O)(=O)N2CCCCC2)c1	-0.9	9	-29	-5	0	-3	0	3	-4	3
Cc1cc(N)n2ncc(-c3ccccc3)c2n1	-2.2	10	-2	8	4	0	-3	2	1	1
O=C(O)c1nn(CCOc2c(Cl)cccc2Cl)c(=O)c2ccccc12	-0.2	-6	-5	-7	10	-1	1	0	-3	-4
Cn1c2ccccc2c2cnn(CC(=O)N3CCCCC3)c(=O)c21	1.0	15	-3	0	1	-2	0	8	-3	0

More entries:
mol	PG9 binder	TDP2 inh	ABHD4 inh	Tn7 DDE FP	TCR CD3 inh	UHRF1 binding	LEDGF integ inh	HTRA1 inh	PRMT1 inh	SIAE inh
COc1cccc(/C=N/Nc2ccc([N+](=O)[O-])cc2)c1O	-3.2	-13	1	-6	14	-4	2	-3	1	-1
Cc1cc(C(=O)OCC(=O)NCc2ccccc2)c2ccccc2n1	0.0	5	-4	3	5	-4	1	-8	-2	0
Cc1cc(C)c(NC(=O)CCN2CCN(Cc3ccccc3)CC2)c(C)c1	-0.8	16	5	4	6	-1	-2	2	1	2
C=CCn1c(-c2ccoc2)n[nH]c1=S	1.2	-4	-2	4	7	-1	0	-10	-5	0
O=[N+]([O-])c1cccc(-c2n[nH]c(=S)n2Cc2ccccc2)c1	-0.2	-8	14	-8	-3	-7	7	5	1	4
NNC(=O)CCN(Cc1ccco1)S(=O)(=O)c1ccc(Cl)cc1	-0.4	9	-15	-5	4	-2	2	-11	3	3
Cc1nccn1CCc1n[nH]c(=S)n1Cc1ccccc1	-2.2	5	4	-7	5	0	0	2	-2	3
COc1ccc(NS(=O)(=O)c2ccc(NC(=O)c3ccccc3Br)cc2)nn1	1.1	-6	-5	1	1	1	-5	4	-2	7
Cc1cccc(-c2nc(CS(=O)CC(=O)NC3CCCCC3)c(C)o2)c1 (centres undefined)	-1.5	10	-2	-2	11	-1	1	3	0	4
COC(=O)C1=C(C(=O)c2ccc(C)cc2)C(c2ccc(OC)c(OC)c2)n2nnnc2N1 (centres undefined)	0.8	-2	-12	-2	-6	4	2	5	1	2
OCCCNC(=S)Nc1ccc2nc(-c3ccccn3)c(-c3ccccn3)nc2c1	-0.9	-14	12	0	1	-10	3	-1	10	6

4 structures already listed, arranged by molecular weight, falling:
mol	PG9 binder	TDP2 inh	ABHD4 inh	Tn7 DDE FP	TCR CD3 inh	UHRF1 binding	LEDGF integ inh	HTRA1 inh	PRMT1 inh	SIAE inh
CCOc1ccc(OCCC(=O)N2CCN(S(=O)(=O)c3ccc(OCC)cc3)CC2)cc1	-1.1	2	-1	-4	11	0	-2	2	-2	16
COC(=O)C1=C(C(=O)c2ccc(C)cc2)C(c2ccc(OC)c(OC)c2)n2nnnc2N1 (centres undefined)	0.8	-2	-12	-2	-6	4	2	5	1	2
NNC(=O)CCN(Cc1ccco1)S(=O)(=O)c1ccc(Cl)cc1	-0.4	9	-15	-5	4	-2	2	-11	3	3
O=C1CSC(=S)N1/N=C/c1cccc(C(F)(F)F)c1	0.7	10	12	2	-6	-2	1	0	9	9

Bioassay records (PubChem)
